Pf apPOL inh: Pf-apPOL DNA polymerase inhibition | 210,000 compounds, 0.25% hits | inhibition, % at 10 µM | Recombinant Pf-apPOL, molecular beacon fluorescence, 1.5 h
mHTT CaM bind: inhibitors of human mutant huntingtin-calmodulin interaction. P42858. AlphaScreen His-mHTT/GST-CaM binding, luminescence. inhibition, % at 15 µM. 190,000 compounds, 3.6% hits;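 also: 0% = both proteins with DMSO and 100% = one protein alone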
Target sequence (P42858 whole entry, looked up, stated change not applied): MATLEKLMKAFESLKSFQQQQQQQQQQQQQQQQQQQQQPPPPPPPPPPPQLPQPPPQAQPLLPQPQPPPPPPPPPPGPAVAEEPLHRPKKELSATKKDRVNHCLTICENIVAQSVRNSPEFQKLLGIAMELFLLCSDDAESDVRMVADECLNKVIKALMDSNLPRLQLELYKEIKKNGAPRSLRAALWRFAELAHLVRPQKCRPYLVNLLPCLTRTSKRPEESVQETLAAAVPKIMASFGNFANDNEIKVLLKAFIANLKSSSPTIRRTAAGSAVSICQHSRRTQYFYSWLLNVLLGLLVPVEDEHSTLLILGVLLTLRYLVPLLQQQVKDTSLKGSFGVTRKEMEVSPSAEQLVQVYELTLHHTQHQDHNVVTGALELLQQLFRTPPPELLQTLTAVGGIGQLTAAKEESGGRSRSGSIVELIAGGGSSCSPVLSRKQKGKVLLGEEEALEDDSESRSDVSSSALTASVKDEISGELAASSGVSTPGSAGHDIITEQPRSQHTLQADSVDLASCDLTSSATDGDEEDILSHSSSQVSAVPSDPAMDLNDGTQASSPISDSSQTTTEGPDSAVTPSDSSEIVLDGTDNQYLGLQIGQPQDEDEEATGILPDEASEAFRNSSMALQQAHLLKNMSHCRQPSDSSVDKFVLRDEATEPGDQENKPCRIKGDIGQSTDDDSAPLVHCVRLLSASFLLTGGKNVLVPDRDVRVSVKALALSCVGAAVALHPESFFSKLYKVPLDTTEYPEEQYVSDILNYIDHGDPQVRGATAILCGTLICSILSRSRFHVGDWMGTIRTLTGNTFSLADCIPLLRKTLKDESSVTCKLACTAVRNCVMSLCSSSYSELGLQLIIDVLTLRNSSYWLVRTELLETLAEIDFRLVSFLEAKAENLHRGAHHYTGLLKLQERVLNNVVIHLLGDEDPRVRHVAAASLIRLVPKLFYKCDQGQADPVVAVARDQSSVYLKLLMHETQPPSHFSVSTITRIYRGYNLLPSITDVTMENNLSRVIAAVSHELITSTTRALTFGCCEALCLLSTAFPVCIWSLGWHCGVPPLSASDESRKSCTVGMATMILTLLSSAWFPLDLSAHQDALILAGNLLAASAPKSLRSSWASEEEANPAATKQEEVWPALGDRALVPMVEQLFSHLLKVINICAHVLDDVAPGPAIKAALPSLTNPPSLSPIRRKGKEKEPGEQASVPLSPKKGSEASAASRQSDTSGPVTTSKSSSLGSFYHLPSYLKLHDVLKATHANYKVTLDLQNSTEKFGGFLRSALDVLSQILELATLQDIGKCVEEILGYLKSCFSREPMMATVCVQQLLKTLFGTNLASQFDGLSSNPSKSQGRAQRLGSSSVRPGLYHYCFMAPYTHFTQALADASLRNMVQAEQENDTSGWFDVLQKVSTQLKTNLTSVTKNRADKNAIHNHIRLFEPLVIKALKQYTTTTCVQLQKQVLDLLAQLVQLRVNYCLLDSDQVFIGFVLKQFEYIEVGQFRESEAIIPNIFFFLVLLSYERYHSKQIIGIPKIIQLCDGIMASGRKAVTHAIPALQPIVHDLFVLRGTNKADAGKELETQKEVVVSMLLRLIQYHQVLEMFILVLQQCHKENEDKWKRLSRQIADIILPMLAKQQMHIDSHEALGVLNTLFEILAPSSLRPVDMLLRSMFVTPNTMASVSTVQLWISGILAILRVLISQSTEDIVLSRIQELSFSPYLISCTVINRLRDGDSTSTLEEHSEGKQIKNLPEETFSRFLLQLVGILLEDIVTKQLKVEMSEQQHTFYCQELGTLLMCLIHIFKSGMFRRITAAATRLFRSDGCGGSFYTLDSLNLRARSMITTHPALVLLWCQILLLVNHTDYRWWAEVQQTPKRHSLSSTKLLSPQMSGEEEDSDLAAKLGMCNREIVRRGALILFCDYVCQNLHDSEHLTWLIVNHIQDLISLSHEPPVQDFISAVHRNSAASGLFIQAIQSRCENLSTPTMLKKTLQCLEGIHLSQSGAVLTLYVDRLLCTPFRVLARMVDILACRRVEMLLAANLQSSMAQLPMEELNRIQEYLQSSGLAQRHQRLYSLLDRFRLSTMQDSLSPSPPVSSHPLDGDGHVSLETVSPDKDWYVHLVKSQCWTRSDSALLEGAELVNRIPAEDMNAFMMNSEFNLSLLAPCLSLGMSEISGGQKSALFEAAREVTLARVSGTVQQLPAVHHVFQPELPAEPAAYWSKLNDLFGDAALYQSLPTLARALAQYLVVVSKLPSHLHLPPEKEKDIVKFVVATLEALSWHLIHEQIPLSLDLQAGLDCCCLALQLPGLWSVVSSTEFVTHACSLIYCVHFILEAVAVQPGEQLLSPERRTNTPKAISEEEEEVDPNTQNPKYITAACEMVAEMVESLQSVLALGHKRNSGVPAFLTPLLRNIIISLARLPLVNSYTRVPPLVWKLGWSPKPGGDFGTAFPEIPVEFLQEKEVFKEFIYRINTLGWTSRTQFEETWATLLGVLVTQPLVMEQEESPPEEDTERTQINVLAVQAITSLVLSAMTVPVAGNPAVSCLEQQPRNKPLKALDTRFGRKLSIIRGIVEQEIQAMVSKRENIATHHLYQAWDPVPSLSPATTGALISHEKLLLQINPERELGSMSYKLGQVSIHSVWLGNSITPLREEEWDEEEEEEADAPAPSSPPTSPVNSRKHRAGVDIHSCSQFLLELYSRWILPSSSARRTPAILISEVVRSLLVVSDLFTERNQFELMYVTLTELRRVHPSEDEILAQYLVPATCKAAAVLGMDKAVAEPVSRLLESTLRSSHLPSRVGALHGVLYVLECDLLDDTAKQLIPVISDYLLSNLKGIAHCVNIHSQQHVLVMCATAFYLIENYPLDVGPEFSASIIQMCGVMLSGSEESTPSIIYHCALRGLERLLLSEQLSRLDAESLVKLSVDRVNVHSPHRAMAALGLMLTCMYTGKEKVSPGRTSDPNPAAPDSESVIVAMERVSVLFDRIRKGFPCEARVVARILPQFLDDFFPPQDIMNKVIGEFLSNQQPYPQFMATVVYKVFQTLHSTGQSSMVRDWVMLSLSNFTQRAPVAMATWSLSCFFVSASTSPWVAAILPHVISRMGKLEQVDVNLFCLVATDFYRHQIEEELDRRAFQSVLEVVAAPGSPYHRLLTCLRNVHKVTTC
The depositor's hits bear a star; i = inactive; / = no result given; & = joins results of further samples. Rule as the data show it: active = inhibition above about 50%; inactive = the rest. Compounds were not picked by outcome. Share with any hit: about 3.6%.

SMILES	mHTT CaM bind	Pf apPOL inh
CNC(=O)C(C1CCCC1)N1CCN(C(=O)c2ccc(Cl)cc2)CC1 (stereo not drawn)	5.4	-0.9
COCCn1cc2c3c(cccc31)CN(C(=O)c1ccc(F)c(Cl)c1)CC2	28.9	-4.7
O=C1NC2C3CC4CC(C3)CC2(C4)O1 (stereo not drawn)	/	-3.1
CCCCCC1=C(C(=O)OC)C(C(=O)OCC)N(S(=O)(=O)C(F)(F)F)c2ccccc21 (stereo not drawn)	-32.9	-4.8
CCNc1nc(-c2ccccc2)cs1	/	-11.5&-4.0
CCn1c(CNC(C)=O)nc2c1CN(C(=O)Nc1cccc(C)c1)CC2	9.1	2.3
CCOc1ccc(-n2ccn3cc(-c4ccccc4)nc3c2=O)cc1	-8.4	-0.9
CCc1cccc(CC)c1N(COC)C(=O)Cn1ccccc1=N	-8.0	-1.8
CC1(C)N=C(c2ccccc2)C(=O)N1CC(=O)Nc1ccc(Cl)cc1	12.9	-9.1
NC(N)=NS(=O)(=O)c1ccc(N=Cc2ccccc2O)cc1	-5.0	4.7
COc1ccc(-n2nc3c(c2NC(=O)c2ccc(OC)c(OC)c2)CS(=O)C3)cc1 (stereo not drawn)	2.0	-9.0
COc1ccc(N2CC3=C(C2=O)C(c2ccc(F)cc2)NC(=O)N3C)cc1 (stereo not drawn)	38.8	-4.7

The list goes on.
SMILES	mHTT CaM bind	Pf apPOL inh
COc1ccc(C2=N/C(=C\c3cc(Br)cs3)C(=O)O2)cc1Br	-1.0	0.8
O=C1C2C3C=CC(C3C3=CCCC3)C2C(=O)N1c1cccc([N+](=O)[O-])c1 (stereo not drawn)	13.0	-5.1
CC(=O)c1ccc(OCCOc2ccc(C(C)=O)cc2)cc1	-5.8	-6.1
COc1ccccc1C=C1Oc2cc(OCC(=O)OCc3ccccc3)ccc2C1=O	-1.3	3.1
O=C1COCC(=O)N1c1ccc(N2CCc3ccccc3C2)c([N+](=O)[O-])c1	1.0	-17.9
COc1cc([N+](=O)[O-])ccc1NC(=O)c1oc(=O)c2ccccc2c1-c1ccccc1	7.0	-2.2
CCOc1ccc(NC(=O)C2CCN(c3nccnc3Oc3cccc(OC)c3)CC2)cc1	-3.6	-6.9
CC1=C(C(=O)NCCCN2CCCCC2)C2(CCCCCC2)OC1=O	-3.2	3.7
CCOC(=O)CN1C(=O)S/C(=C\c2ccc(N3CCCC3)o2)C1=O	-4.6	/
CCSc1nnc(-c2nn(C)c3c2CN(C(=O)c2ccccc2F)CC3)n1C	8.4	-0.8
Cc1nc(NC(=O)Cn2nc(-n3cccn3)ccc2=O)sc1C(=O)N(C)C	-14.0	-3.7
Cc1cc(C)nc(SCc2cn3c(C)csc3n2)n1	1.0	-8.5

(cont.)
SMILES	mHTT CaM bind	Pf apPOL inh
Cc1ccc(C(=O)N2CC3CC2CC3NS(C)(=O)=O)cc1F (stereo not drawn)	2.3	5.9
Cc1cc(C)cc(NC(=O)c2cccn2Cc2noc(C)n2)c1	-4.4	-3.2
CCn1c(=O)c(-c2ccc(C(=O)NC3CC3)cc2)nc2ccccc21	0.8	-4.4
CN1C(=O)CCc2cc(NC(=O)c3ccsc3)ccc21	-3.2	-5.9
COc1ccc(N=Cc2ccc(OCc3ccccc3)cc2)cc1OC	-8.0	0.4
O=[N+]([O-])c1ccc2ccn(C3OCC(O)C(O)C3O)c2c1 (stereo not drawn)	3.0	1.9
CC(=O)NC(=O)CCSc1ccccc1C(=O)NC(C)=O	/	4.5
COc1ccc(OCc2ccccc2)c(C(=O)C=Cc2ccc3c(c2)OCCO3)c1	11.9	2.3
COc1cccc(NC(=O)N2CCC(c3nc4ccncc4n3C)C2)c1 (stereo not drawn)	1.9	-6.3
CCCCc1ccc(NC(=O)c2cccnc2Cl)cc1	-20.0	-1.3
O=C(Nc1ccccc1F)C12CC3CC(CC(C3)C1)C2	-12.0&-16.8	-1.1&-5.3
O=C(CCc1ccccc1)Nc1ccccc1Br	-11.6	-1.5

Next entries
SMILES	mHTT CaM bind	Pf apPOL inh
CCc1ccccc1NC(=O)c1ccc(OC)c(OC)c1	-2.3	-4.6
O=C1N/C(=C\c2ccc(Cl)cc2)C(=O)N1Cc1ccccc1F	3.0	6.6
O=C(NCc1ccccn1)c1cccc(N2CCNC(c3ccccc3)C2)n1 (stereo not drawn)	85.4*	-20.2
Cc1ccc(N2C(=O)c3sc4nnc(C)c(=O)n4c3C2=O)cc1	2.0	-7.3
N=C(N)c1ccccc1	/	11.9
O=C(c1ccc(Cl)s1)N1CCC(CCOCc2cccc(F)c2)CC1	-83.1	-7.4
CCOc1ccc(CCNC(=O)C2CC(=O)N(CCc3ccc(C)cc3)C2)cc1OCC (stereo not drawn)	4.6	11.6
O=C(Nc1ccccn1)c1ccc(Cl)c(S(=O)(=O)N2CCCCCC2)c1	-4.3	-5.0
CCNc1nc2c(c(=O)n(C)c(=O)n2C)n1CC(O)COc1ccccc1C (stereo not drawn)	6.0	-8.6
CC(=O)Nc1ccc(-c2noc(C3CCCN(C(=O)c4ccc(C)cc4C)C3)n2)cc1 (stereo not drawn)	1.8	2.5
COc1ccccc1-c1cnn2c(C)cc(C)nc12	-14.8	-1.9
COc1ccc(-n2nc(C(=O)NCC(=O)NC(C)C)c3ccccc3c2=O)cc1OC	-7.0	-6.1

Additional entries follow.
SMILES	mHTT CaM bind	Pf apPOL inh
CCc1cc(C=C(Cl)Cl)oc(=O)c1C	-3.3	/
COc1ccc(/C=C(\NC(=O)c2ccco2)C(=O)Nc2cccc(O)c2)cc1	0.7	-3.2
Cc1ccccc1NC(=O)C1CC(=O)N(CCc2c[nH]c3ccc(F)cc23)C1 (stereo not drawn)	8.6	1.8
COc1cc(OC)c(OC)cc1CN1CCC(O)CC1	-1.1	-10.2
Cc1cc(C)n(-c2ccnc(NCc3cccnc3)n2)n1	-5.5	-4.2
CCc1ccccc1NC(=O)COc1cc(C)nc(N2CCC(C)CC2)n1	-0.6	2.5
Nc1ccc(/C=C/c2ccc(N)cc2S(=O)(=O)O)c(S(=O)(=O)O)c1	-2.0&-4.4	8.7&-2.4
CCC(=O)N1CCN(c2cc(C)ccc2C)C(=O)C1C (stereo not drawn)	-2.8	-1.4
CCc1ccc(OCC(=O)O/N=C(\N)c2ccccn2)cc1	i	-15.7
CCC(C)c1cc([N+](=O)[O-])cc([N+](=O)[O-])c1OC(=O)OC(C)C (stereo not drawn)	51.0*	-9.5
CCN1C(=O)NC(=O)/C(=C/c2cn(CCOc3ccccc3F)c3ccccc23)C1=O	12.0	-1.4
CC(=O)N1CCCn2nc(-c3cccc(F)c3)cc2C1	-4.8	-0.4

Going on with the list.
SMILES	mHTT CaM bind	Pf apPOL inh
COc1cccc(CNC(=O)c2nc(C)n(C3CCN(C(C)=O)CC3)c2C)c1	2.6	2.2
CC1=CCC(c2nnc(C)o2)C(c2ccc([N+](=O)[O-])cc2)C1 (stereo not drawn)	0.0	1.3
CCCn1c(C2CCN(C(=O)Nc3ccc(C)c(C)c3)C2)nc2cccnc21 (stereo not drawn)	8.8	-4.5
Cc1cccc(NC(=O)c2cccn2Cc2noc(C)n2)c1	-13.2	-3.3
COc1ccc(C(=O)N2CCC(c3noc(-c4cccc(OC)c4)n3)CC2)cc1	3.9	-2.3
CN(CCc1ccccn1)C(=O)C1CN(S(=O)(=O)C2CC2)CC12CCCCC2 (stereo not drawn)	-2.7	-1.8
O=S(=O)(c1cccs1)N1CCCC2(C1)Nc1cccnc1NC2=NC1CCCC1 (stereo not drawn)	19.6	-5.1
CCCNC(=O)c1cc2n(n1)C(C(F)(F)F)CC(c1ccc(C)cc1)N2 (stereo not drawn)	9.0	0.8
COc1cc2c(cc1OC)C(C(=O)Nc1cccc(Cl)c1)C(c1ccccc1F)N(C)C2=O (stereo not drawn)	25.0	-7.4
COC(=O)CN1C(=O)CCS(=O)(=O)c2ccccc21	-6.8	-4.0
NNc1nc2c(c(=O)[nH]1)C1(CCCCC1)Cc1ccccc1-2	9.4	-4.2
CC(C)(C)NC(=O)CSc1nnnn1-c1ccccc1Cl	-2.7	3.8

More compounds follow:
SMILES	mHTT CaM bind	Pf apPOL inh
Cc1ccc(C(=O)N/C(=C\c2cccc(F)c2)C(=O)N2CC3CC(C2)c2cccc(=O)n2C3)cc1 (stereo not drawn)	10.0	-4.1
Nc1cscc1S(=O)(=O)c1ccccc1	/	0.2
CC(Oc1ccc(Cl)cc1Cl)C(=O)NCc1ccncc1 (stereo not drawn)	0.0	-4.0
O=C(Nc1cc2cc([N+](=O)[O-])ccc2oc1=O)c1ccc(Cl)cc1Cl	4.0	-5.5
FC(F)(F)c1cc(-c2ccco2)nc(-n2cncn2)n1	3.0	-1.4
CC(Oc1cccc(Cl)c1)C(=O)N1CCCN(Cc2noc(-c3ccccc3)n2)CC1 (stereo not drawn)	2.2	-0.3
Cc1nc(-c2nc(C(=O)NNS(C)(=O)=O)cs2)cs1	/	2.4
Cn1nc(-c2nnc(-c3ccccc3F)o2)c2c1CCN(C(=O)c1ccco1)C2	8.2	5.3
COc1ccc2c(c1)OC(=Cc1ccc(OS(C)(=O)=O)c(OC)c1)C2=O	5.5	-19.8
O=C(Nc1ccc(-c2nc(-c3ccccc3)co2)cc1)c1ccc(Br)o1	0.0	-2.2
COc1ccc(-c2ccc3c(c2)c(Sc2ccccc2)c(-c2ccccc2)n3C)cn1	-16.3	-7.7
COc1ccc(NC(=O)Cn2c(C)nc3c(c2=O)CCN(Cc2ccccc2)C3)c(OC)c1	-6.4	-1.7

(continued)
SMILES	mHTT CaM bind	Pf apPOL inh
CCC1CCCCN1S(=O)(=O)c1ccc(C(=O)Nc2nnc(COC)o2)cc1 (stereo not drawn)	31.0	-9.8
O=C1C2C(C(=O)N1c1ccc(Cl)cc1Cl)C1C=CC2C12CC2 (stereo not drawn)	-3.0	2.8
Cc1ccc(C)c(CN2C(=O)NC3(CCN(C(=O)c4cccc(Cl)c4)CC3)C2=O)c1	34.7	-0.3
Cn1nccc1C(=O)Nc1nc2c(Cl)cccc2s1	-6.1	-2.4
Cc1ccc(-c2nc3ncccc3o2)cc1NC(=O)c1ccc(OC(C)C)cc1	13.0	-5.7
CC1CCC2(CC1)NC(=O)N(CC(=O)NCCc1ccc(Cl)cc1)C2=O (stereo not drawn)	-3.9	-7.8
Cc1cccc(CN2CCCn3nc(C(=O)NCc4ccc(C)o4)cc3C2=O)c1	40.5	5.9
CCOCCCNC(=O)CN1CCN(C(=O)Nc2ccc(F)cc2)CC1=O	-5.9	-2.6
CCOC(=O)c1sc(CS(=O)(=O)c2ccc(Cl)cc2)nc1C	/	-4.8
O=S(=O)(c1ccc(Br)cc1)C(F)(F)F	-7.0	0.8
O=C(Nc1ccc2c(c1)C(=O)NC2=O)c1cccc([N+](=O)[O-])c1	15.3	-2.3
COc1ccc(-c2cc(C(=O)O)c3cc(C)cc(C)c3n2)cc1OC	-1.0	2.3

Remaining list, next part:
SMILES	mHTT CaM bind	Pf apPOL inh
Cc1ccc(N2C(=O)CSC2c2ccccc2F)cc1 (stereo not drawn)	-3.0	-1.8
CCN(CC)c1ccc(C2C(C(N)=O)=C(C)Nc3nc(SCc4ccccc4)nn32)cc1 (stereo not drawn)	7.0	-8.7
N#CC(C(=O)C1CC1)=C1SCCS1	/	3.7
CC(C)=C1C2C=CC1C1C(=O)N(c3ccccc3C#N)C(=O)C21 (stereo not drawn)	-1.0	4.9
Cc1noc(-c2ccncc2)c1C(=O)NC1CCCc2ccccc21 (stereo not drawn)	10.5	-0.6
CCOc1cc(C2c3sc(=O)[nH]c3SC3C4CCC(C4)C23)ccc1O (stereo not drawn)	100.3*	-6.1
O=C(NCc1ccccc1)c1ccc(SCCN2CCCCC2)nc1	-2.7	-6.8
CCc1nc(-c2c(C)cc(C)nc2NC(=O)c2ccc(F)cc2)no1	-7.1	-0.7
Cc1ccc(N2CC(C(=O)N3CCN(c4ccccc4F)CC3)CC2=O)cc1Cl (stereo not drawn)	1.2	1.2
COCC(C)NCc1c(F)cccc1F (stereo not drawn)	1.8	-4.9
CC(=O)NCc1cccnc1-c1ccc(F)cc1	-7.5	-3.7
CC(=O)c1c(C2C(c3ccccc3)C(c3ccccc3)=NN2c2ccccc2)nn(-c2ccccc2)c1C (stereo not drawn)	/	-1.8

Whole records as entered above. Order of screens: mHTT CaM bind	Pf apPOL inh
Profile of `CN(CCc1ccccn1)C(=O)C1CN(S(=O)(=O)C2CC2)CC12CCCCC2` (stereo not drawn) : -2.7	-1.8
Profile of `Cc1ccc(N2C(=O)c3sc4nnc(C)c(=O)n4c3C2=O)cc1` : 2.0	-7.3
Profile of `O=C(Nc1ccccc1F)C12CC3CC(CC(C3)C1)C2` : -12.0&-16.8	-1.1&-5.3

(continued)
SMILES	mHTT CaM bind	Pf apPOL inh
CCN(CC)CCCNc1ncnc2ccc(Br)cc12	-1.7	-0.4
Cc1ccc(C)c(NC(=O)c2csc3c2CCCCC3)c1	-10.5	-2.8
Cc1ccnc(NC(c2cccc(C)n2)c2ccc3cccnc3c2O)c1 (stereo not drawn)	87.0*	2.9
CC(C)c1ccc(NC(=O)Cn2cccc(C(F)(F)F)c2=O)cc1	/	-2.4
CC(=O)Nc1ccc(C=NNC(=O)c2ccc(C(C)(C)C)cc2)cc1	/	-0.5
CCN1CCN(CCNC(=O)CC2CCN(C(=O)c3ccc(C)cc3)CC2)CC1	-0.1	-3.7
CCn1c(=O)c2c(ncn2Cc2ccccc2)n(-c2cccc(Cl)c2)c1=O	6.8	1.7
CC(C)C(=O)NCC1COC2(CCCC2)O1 (stereo not drawn)	-4.8	-4.7
Brc1cccc(CN2CCC(N3CCCCC3)CC2)c1	10.3	3.3
COc1cc(OC)c(C2C(C(=O)Nc3ccc(C)cc3C)=C(C)Nc3ncnn32)cc1OC (stereo not drawn)	3.0	-0.7
CCCC1=NN(c2ccccc2)C(=O)/C1=C/c1cc(OC)c(OC)cc1Br	6.0	7.4
CC(C)C(=O)Nc1c2c(nn1-c1cccc(Cl)c1)CS(=O)(=O)C2	-3.0	-2.4

Source: PubChem
